HTRA1 inhibitor: HTRA1 (human) protease inhibition | Q92743 | recombinant HTRA1, FP-rhodamine activity-based probe, fluorescence polarization | inhibition, % at 5.96 µM | 0.5% of 340,000 active; in the data active = inhibition above about 36%;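 note: 0% = enzyme with DMSO and 100% = wells lacking enzyme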
Target sequence (Q92743 whole entry, looked up): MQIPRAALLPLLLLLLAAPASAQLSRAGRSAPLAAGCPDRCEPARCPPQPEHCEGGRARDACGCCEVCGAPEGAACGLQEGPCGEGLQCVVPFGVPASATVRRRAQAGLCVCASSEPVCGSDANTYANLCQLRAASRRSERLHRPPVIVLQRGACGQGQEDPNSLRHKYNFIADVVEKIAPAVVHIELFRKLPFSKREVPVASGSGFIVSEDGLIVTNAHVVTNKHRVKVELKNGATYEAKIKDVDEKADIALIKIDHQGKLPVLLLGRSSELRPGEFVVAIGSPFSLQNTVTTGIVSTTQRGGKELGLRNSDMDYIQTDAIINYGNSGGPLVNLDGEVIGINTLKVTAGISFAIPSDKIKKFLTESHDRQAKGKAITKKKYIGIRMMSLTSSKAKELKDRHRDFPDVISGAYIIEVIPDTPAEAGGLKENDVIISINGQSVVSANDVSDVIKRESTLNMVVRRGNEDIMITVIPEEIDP
UHRF1 binding: UHRF1 methyl-DNA binding inhibition. Q96T88. UHRF1 binding to methylated oligo, TR-FRET. inhibition, % at 4.4 µM. 0.75% of 370,000 active; in the data active = inhibition above about 21%;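 note: UHRF1 SRA domain binding a hemimethylated CpG hairpin DNA probe; 0% = median of test compound wells and 100% = reference inhibitor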
ABHD4 inh: inhibitors of mouse ABHD4; Q8VD66; purified mABHD4, FP-Rh probe fluorescence polarization; inhibition, % at 8.92 µM; 0.54% of 370,000 active;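 active = inhibition exceeding the mean over every tested compound plus 3 SD, cut at about 30% in these data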;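 note: 0% = plate median of compound wells and 100% = S159A mutant with DMSO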
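system = mouse ABHD4 enzyme, wild type | medium = HEPES pH 7.0, NaCl, Pluronic buffer | also added = FP-Rh probe | incubation = Enzyme–compound pre-incubation 45 min, then probe 60 min, both 25 °C | technique = fluorescence polarization, excitation 525 nm, emission 598 nm, BODIPY TMR filters | controls = S159A mutant high control, sample median low control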
LEDGF integ inh: blocks HIV-1 LEDGF/p75-dependent DNA integration; TR-FRET IN-LEDGF/p75 DNA integration, Eu/Cy5; inhibition, % at 3.7 µM; 0.64% of 370,000 active;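 active = inhibition above the screen-wide mean plus 3 SD, cut at about 13% in these data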;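 note: signal is the Cy5 over europium emission ratio at 671 and 618 nm; 0% = plate median of compound wells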
MBD2 DNA inh: MBD2-methylated oligo binding inhibition; Q9UBB5; 0.31% of 370,000 active; TR-FRET, MBD2 binding to methylated oligonucleotide; inhibition, % at 4.4 µM; AID 686964; in the data active = inhibition above about 13%
Target sequence (Q9UBB5 whole entry, looked up): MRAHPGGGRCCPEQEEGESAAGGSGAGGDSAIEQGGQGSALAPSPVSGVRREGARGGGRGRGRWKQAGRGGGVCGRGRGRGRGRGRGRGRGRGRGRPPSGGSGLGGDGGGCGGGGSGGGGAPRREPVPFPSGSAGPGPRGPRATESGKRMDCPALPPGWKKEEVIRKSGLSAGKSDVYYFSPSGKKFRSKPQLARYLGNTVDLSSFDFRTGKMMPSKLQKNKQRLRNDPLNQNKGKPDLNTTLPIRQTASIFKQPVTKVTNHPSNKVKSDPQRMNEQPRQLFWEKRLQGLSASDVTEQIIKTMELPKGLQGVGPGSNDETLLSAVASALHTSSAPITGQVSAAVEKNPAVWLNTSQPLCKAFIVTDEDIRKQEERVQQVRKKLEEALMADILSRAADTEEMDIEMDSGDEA
PG9 binder: PG9 antibody binding by small molecule. TR-FRET gp120-PG9 antibody binding. 0.43% of 360,000 active. AID 624416. inhibition, % at 6.7 µM; in the data active = inhibition above about 8.5%
NR1D1 modulator: Rev-erb alpha (human) modulation | 0.79% of 370,000 active | Rev-erbα–FITC-DNA binding, fluorescence polarization, 90 min | P20393 | activity, % at 10 µM | AID 1259318;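 active = activity above about 14%, limit read from the data; passing the limit was not always enough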;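 note: 0% = DMSO wells with 35 nM protein and 100% = DMSO wells with 750 nM protein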
TCR CD3 inh: inhibitors of human TCR-CD3 interaction | 0.37% of 360,000 active | inhibition, % at 9.4 µM | TAMRA-labeled TCR probe fluorescence, biochemical; in the data active = inhibition above about 19%;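 note: recombinant mutant TCR 2C K166C tagged with TAMRA read by polarization; 0% = receptor in buffer alone and 100% = receptor with positive control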
rCAG RNA binder: binds r(CAG) RNA repeats; 1.3% of 370,000 active; r(CAG) RNA repeat, TO-PRO-1 dye displacement fluorescence; inhibition, % at 3 µM;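 active = inhibition above the plate cutoff, the mean of all test compounds on that plate plus 3 SD, cut at about 35% in these data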;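 note: 0% = DMSO alone and 100% = 100 µM mitoxantrone as full dye displacement; higher means more dye released from RNA so lower well fluorescence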
PRMT1 FP inh: inhibitors of human PRMT1. Q99873. recombinant PRMT1, activity-based probe fluorescence polarization. inhibition, % at 2.79 µM. 1.3% of 370,000 active. AID 652257;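 active = inhibition above about 21% made by adding two undisclosed values, limit read from the data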
* hit, by the source's call; · = not tested or not shown.

SMILES	HTRA1 inhibitor	UHRF1 binding	ABHD4 inh	LEDGF integ inh	MBD2 DNA inh	PG9 binder	NR1D1 modulator	TCR CD3 inh	rCAG RNA binder	PRMT1 FP inh
Cc1nc2ccccc2nc1SCC(=O)N1CCC(C)CC1	-2	4	-20	5	9	38*	3	-4	-6	1
CNC(=O)CSc1nnc(-c2ccccn2)n1Cc1ccco1	2	2	7	-7	5	0.7	4	-5	-3	3
N#Cc1c(N)[nH]c(=S)c(C#N)c1-c1ccccc1	0	5	-2	-1	-4	1.5	4	-5	5	38*
CCOC(=O)c1sc(=NC(=O)c2ccc(S(=O)(=O)N3CC(C)OC(C)C3)cc2)n(C)c1C (configuration not stated)	9	1	-4	-5	0	0.2	8	-6	1	2
COc1ccc(CCNC(=O)CSc2nnnn2C)cc1OC	2	-2	-1	1	-5	0.2	-4	3	-1	0
CN1CCc2c(sc(NC(=O)c3ccc(C(=O)c4ccccc4)cc3)c2C(N)=O)C1	-14	-3	-2	2	-7	0.4	2	-6	-2	0
Cc1ccc(CN2CCCCC(NC(=O)c3cccc(F)c3)C2=O)cc1 (configuration not stated)	·	1	5	3	1	·	1	·	0	2
COC(=O)c1cc(C(=O)Nc2cc(C)on2)cc([N+](=O)[O-])c1	6	1	-3	-2	2	-0.9	-3	1	-3	1
Cn1cc(-c2nnc(-c3ccccc3)o2)c2ccccc21	-8	-2	-6	2	-1	-0.4	6	5	4	2
C=CCOc1c(Cl)cc(C(=S)N2CCCC2)cc1OCC	-2	5	0	2	-6	1.4	-2	-7	-7	-3
Cc1sc2nc(SCC(=O)NCc3ccco3)n(Cc3ccccc3)c(=O)c2c1C	-10	-2	-6	7	3	20*	37*	-5	8	-2
COc1ccc(CNC(=O)c2nn(-c3ccccc3)cc2OC)cc1	-10	5	-5	-5	-2	0.1	2	-3	1	2
CN(Cc1ccn[nH]1)C(=O)C1CCC(=O)N(Cc2cccc(C(F)(F)F)c2)C1 (configuration not stated)	8	-4	0	3	1	1.9	0	-1	-2	6
CCOc1ccc(S(=O)(=O)N2CCCC2)c2ccccc12	-3	3	9	5	0	-3.7	11	2	3	-9
CC(=O)N1CCc2cc(S(=O)(=O)NC(Cc3ccccc3)C(=O)NC3CCCCCC3)ccc21 (configuration not stated)	1	4	0	1	-2	-1.2	-4	2	1	-2
N#CCN1C(=S)N=C(Nc2cccc(Cl)c2)C12CCCCC2	-7	5	5	-4	0	0.6	0	-4	-2	0
CC1CCCN(C(=O)c2ccc3c(=O)n(Cc4ccc5c(c4)OCO5)c(=S)[nH]c3c2)C1 (configuration not stated)	-4	-3	6	0	4	-2.7	6	3	-1	-1
COc1cccc(/C=C/C(=O)Nc2cc(S(=O)(=O)N3CCOCC3)ccc2OC)c1	-14	1	-17	3	-5	1.0	1	-5	8	-3
O=C(Cc1ccc(S(=O)(=O)N2CCOCC2)s1)Oc1ccc(F)cc1	-3	-3	6	6	-5	0.5	7	4	4	-6
COc1ccc([C@@H]2CC=C(C(=O)O)[C@H](c3ccc(C)cc3)N2S(=O)(=O)c2ccccc2C)cc1	-13	20	9	0	2	-0.7	-9	4	66*	-1
Cc1nnc(SCC(=O)NC2CCCc3ccccc32)n1-c1ccccc1 (configuration not stated)	-1	2	6	3	1	-0.3	-6	2	-4	-2
CCn1ccnc1CN(C)Cc1cn[nH]c1-c1ccc(OC)c(F)c1	0	6	9	-8	-3	1.8	5	-6	-1	1
COc1ccc(-c2csc(NC(=O)CS(=O)(=O)c3ccccc3)n2)cc1	-17	-1	6	-1	7	2.1	1	6	2	2
Cc1ccc(C(=O)OCC(=O)NCc2ccco2)cc1	0	-3	-6	-1	-2	-1.3	3	4	0	0
COc1ccc(N2C3=[N+](CC2(C)O)c2ccccc2CC3)cc1 (configuration not stated)	-1	7	-3	-1	4	1.7	2	-6	-3	2
O=C(OCc1nnc(-c2ccc([N+](=O)[O-])cc2)o1)c1ccc(F)c(S(=O)(=O)N2CCOCC2)c1	6	2	3	2	-4	-0.9	-7	1	0	-2
CC(=O)Nc1cc(-c2ccc(C(=O)NC3CC3)cc2)cn2c(-c3ccc(F)c(Cl)c3)cnc12	·	-1	-18	-4	-1	-0.5	1	-2	11	1
O=C(NCc1ccccc1OC(F)(F)F)C1CCC(=O)N(Cc2ccccn2)C1 (configuration not stated)	2	-4	2	1	1	0.6	1	1	-7	-1
Cc1ccc(SCCNC(=O)c2ccccc2C)cc1	-10	1	-7	-4	-1	2.0	0	0	-4	-3
Cc1cccc(OCCNS(=O)(=O)c2ccc(Cl)cc2)c1	-19	1	-5	-1	-1	1.4	0	-3	1	-2
Cc1cc(C(=O)Nc2ccc(N3CCOCC3)c3nonc23)ccc1[N+](=O)[O-]	1	-5	8	5	-1	-3.5	2	5	0	-3
Cc1ncc(CO)c(/C=N/Nc2cccc(Cl)n2)c1O	0	-10	-7	-3	0	-15	6	0	10	11
O=C(NC1CCCc2ccccc21)C(Cc1ccccc1)NS(=O)(=O)c1cccs1 (configuration not stated)	-11	2	-6	-1	-7	2.7	-1	-9	1	-1
O=c1c2ccccc2nc(/C=C/c2ccc([N+](=O)[O-])cc2)n1CCCO	-8	3	-2	-1	0	-3.1	0	5	1	1
C=CCn1c(SCC(=O)c2ccc(Cl)s2)nc2ccccc2c1=O	-4	1	-3	-2	5	-0.4	8	3	1	0
Cc1cccc(C)c1Nc1nnc(SCC(=O)NCCCN2CCCC2=O)s1	-6	2	6	1	-3	-0.1	-1	3	-3	-7
COc1ccc(NC2=C(C(C)=O)C(c3ccc(OC)cc3)C(C(C)=O)C(C)(O)C2)cc1 (configuration not stated)	·	-3	2	-3	-4	-1.1	-2	0	-3	4
COc1cccc(NC(=O)COc2c(F)c(F)c(C(F)(F)F)c(F)c2F)c1	-3	-3	0	-1	0	-2.4	4	3	-6	1
COc1ccc(/C(C)=N/Nc2cccc(C(=O)O)c2)cc1OC	-4	1	9	2	-4	-0.8	-5	9	3	2
O=C(CSc1nnc(CNC(=O)c2ccc(F)cc2)o1)NCc1ccccc1	6	-1	-2	1	2	0.5	7	6	-4	2

Five compounds already listed, arranged by heavy-atom count, descending:
SMILES	HTRA1 inhibitor	UHRF1 binding	ABHD4 inh	LEDGF integ inh	MBD2 DNA inh	PG9 binder	NR1D1 modulator	TCR CD3 inh	rCAG RNA binder	PRMT1 FP inh
Cc1cc(C(=O)Nc2ccc(N3CCOCC3)c3nonc23)ccc1[N+](=O)[O-]	1	-5	8	5	-1	-3.5	2	5	0	-3
COc1cccc(NC(=O)COc2c(F)c(F)c(C(F)(F)F)c(F)c2F)c1	-3	-3	0	-1	0	-2.4	4	3	-6	1
O=c1c2ccccc2nc(/C=C/c2ccc([N+](=O)[O-])cc2)n1CCCO	-8	3	-2	-1	0	-3.1	0	5	1	1
C=CCn1c(SCC(=O)c2ccc(Cl)s2)nc2ccccc2c1=O	-4	1	-3	-2	5	-0.4	8	3	1	0
COc1ccc(/C(C)=N/Nc2cccc(C(=O)O)c2)cc1OC	-4	1	9	2	-4	-0.8	-5	9	3	2

The results go on.
SMILES	HTRA1 inhibitor	UHRF1 binding	ABHD4 inh	LEDGF integ inh	MBD2 DNA inh	PG9 binder	NR1D1 modulator	TCR CD3 inh	rCAG RNA binder	PRMT1 FP inh
CC1CN(C(=O)c2cc(S(=O)(=O)N3CCN(c4ccccc4)CC3)ccc2Cl)CC(C)O1 (configuration not stated)	-2	-4	3	1	-5	0.5	-7	4	-1	-1
COc1ccc(OC)c(CN2CCN(C(=O)c3ccc(C)c(S(=O)(=O)Nc4ccccc4OC)c3)CC2)c1	-2	2	-12	-11	8	0.6	4	2	6	9
Cc1ccc2c(CN3CCN(c4ccccc4F)CC3)cc(=O)oc2c1	·	-1	-4	3	-9	-0.4	-3	7	4	-5
CCn1c(SCC(=O)N2CCCC2)nc2ccccc2c1=O	-4	1	2	-2	1	-1.5	1	2	-4	0
CC1CN(S(=O)(=O)c2cc(C(=O)N(C)Cc3cccs3)ccc2Cl)CC(C)O1 (configuration not stated)	-7	0	-5	3	-1	-1.5	-1	-2	-1	-4
COc1ccc(NC(=O)CSc2nc(N)c(C#N)cc2C#N)cc1	-13	-5	8	0	4	1.6	61*	0	8	-1
COc1ccc(S(=O)(=O)NNC(=O)Nc2ccccc2OC)c(OC)c1	3	-4	-4	-1	3	0.8	3	4	-1	-1
O=c1c(Cl)c(NCCCO)cnn1-c1nc2ccccc2[nH]1	-1	-1	7	1	1	0.8	-2	-1	1	6
CN1OC2C(=O)N(c3ccccc3)C(=O)C2C1c1ccc(F)cc1 (configuration not stated)	-2	16	-2	-1	10	0.9	1	-7	-1	-2
COc1ccc(Cl)cc1C(=O)O/N=C(\N)c1ccncc1	-1	2	-2	-3	-1	-0.2	2	-4	-5	-3
O=C(Cc1ccccc1[N+](=O)[O-])NC1CC1	-3	0	-1	2	0	-2.0	2	-4	-1	2
COc1ccc(CCNC(=O)CSc2nc3ccccc3c3nc(CCN4CCCCC4)nn23)cc1OC	3	4	-3	2	-1	-2.3	3	5	-4	-2

In a second layout: entries from further up
Each structure is followed by: HTRA1 inhibitor, UHRF1 binding, ABHD4 inh, LEDGF integ inh, MBD2 DNA inh, PG9 binder, NR1D1 modulator, TCR CD3 inh, rCAG RNA binder, PRMT1 FP inh
O=C(Cc1ccccc1[N+](=O)[O-])NC1CC1
  -3, 0, -1, 2, 0, -2.0, 2, -4, -1, 2
COc1ccc(CCNC(=O)CSc2nc3ccccc3c3nc(CCN4CCCCC4)nn23)cc1OC
  3, 4, -3, 2, -1, -2.3, 3, 5, -4, -2

Only part of the results is shown, so the mix of outcomes need not match the whole.
